Assay outcomes as filed in PubChem BioAssay.
pAkt inh – HTS Assay for Inhibitors of Akt Phophorylation: Primary Screen. 0.32% of 360,000 active. activity change, % for hits at 50 µM. AID 651550, 2012. Neuro2A IGF-stimulated pAkt S473 HTRF, 20 min; active compounds read low; in the data active = activity change below about -80%; inconclusive = mostly about -51% to -80%; also: % is scaled to controls: 0 for no effect and ±100 for the full control effect
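Single-point screen (50 µM final compound) in Neuro2A cells stimulated 20 min with 6 nM IGF at 37 deg C. After lysis, Ser473-phosphorylated Akt read by HTRF (ex 330 nm, em 615/665 nm) as the 665/615 ratio.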
PTHR1 agonist – qHTS for PTHR1 Agonists: Primary Screen. HEK293 GP2 PTHR1 cells, GloSensor cAMP luminescence, 1 h. Potency, µM (series often up to 115 µM), for inactives: at the highest dose activation, actives largely listed as activators. 0.075% of 410,000 active; also: potency is read from the fitted curve at half-maximal effect; nearly all actives have a fitted effect of over 55% in size; some results filed as inactive show a strong effect at the top dose; inactives centre near -15; many of its hits are not listed in these tables
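HEK-293-derived GP2 cells expressing PTHR1 and a GloSensor cAMP reporter, 3,000/well, plated overnight, given luciferin plus IBMX (each 0.5 mM as added) for 1 h at 37 °C, then compound for 1 h at 37 °C. Luminescence was read after 15 min at room temperature.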
D3 ag – qHTS of D3 Dopamine Receptor Agonist: qHTS | D3R DiscoveRx beta-arrestin cells, luminescence, 90 min | max activation, % | 0.58% of 410,000 active | AID 652048, 2013; in the data active = max activation above about 30%; also: 0% is about no effect; mostly tested at two doses, the higher about 12 µM
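Agonist-mode cell screen: cells plated at 1500/well and incubated overnight at 37 °C, then exposed to library compounds for 90 min at 37 °C. Detection reagent was added for 30–60 min at room temperature, and luminescence was read.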
EPAC2 agonist – qHTS for Agonist of cAMP-regulated guanine nucleotide exchange factor 4 (EPAC2): primary screen. Potency, µM (doses to about 154 µM), without a hit: at the top dose activation, usual class: activators. 0.079% of 360,000 active. Rap guanine nucleotide exchange factor 4 (Homo sapiens), Q8WZA2. EPAC2 activation, biochemical qHTS; response scale: 100% = 6.5 mM cAMP response; also: potency is read from the fitted curve at half-maximal effect; nearly all actives have a fitted effect of over 50% in size
Target sequence (Q8WZA2 whole entry, looked up): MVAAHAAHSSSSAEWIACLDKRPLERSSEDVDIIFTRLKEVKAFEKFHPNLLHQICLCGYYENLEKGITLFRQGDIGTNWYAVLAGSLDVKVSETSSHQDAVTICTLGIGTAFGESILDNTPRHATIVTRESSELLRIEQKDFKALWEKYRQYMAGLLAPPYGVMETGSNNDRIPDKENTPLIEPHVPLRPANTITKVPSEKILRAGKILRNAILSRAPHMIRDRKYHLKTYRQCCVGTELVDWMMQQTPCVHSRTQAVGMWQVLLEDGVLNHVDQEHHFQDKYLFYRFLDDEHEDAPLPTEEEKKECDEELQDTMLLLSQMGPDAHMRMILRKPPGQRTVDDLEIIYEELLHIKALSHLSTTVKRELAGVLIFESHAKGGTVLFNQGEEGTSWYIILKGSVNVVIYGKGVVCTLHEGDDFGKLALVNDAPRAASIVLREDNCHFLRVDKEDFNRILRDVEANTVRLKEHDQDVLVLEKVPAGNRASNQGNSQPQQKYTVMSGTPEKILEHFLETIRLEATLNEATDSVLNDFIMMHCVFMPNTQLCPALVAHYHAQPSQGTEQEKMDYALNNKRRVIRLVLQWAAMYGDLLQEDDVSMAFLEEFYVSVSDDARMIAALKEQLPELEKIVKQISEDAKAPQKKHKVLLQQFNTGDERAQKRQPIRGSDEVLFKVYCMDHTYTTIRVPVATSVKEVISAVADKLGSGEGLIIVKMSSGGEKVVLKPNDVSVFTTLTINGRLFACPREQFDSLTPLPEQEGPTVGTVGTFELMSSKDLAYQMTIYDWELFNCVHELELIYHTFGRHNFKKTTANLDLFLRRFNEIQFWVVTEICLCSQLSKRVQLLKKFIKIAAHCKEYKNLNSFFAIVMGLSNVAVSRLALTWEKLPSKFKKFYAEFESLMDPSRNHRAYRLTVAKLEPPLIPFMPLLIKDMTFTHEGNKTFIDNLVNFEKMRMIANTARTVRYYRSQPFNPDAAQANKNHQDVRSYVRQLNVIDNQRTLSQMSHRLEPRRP
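Guanine nucleotide exchange by EPAC2 is measured as reduced fluorescence of BODIPY-GDP once it is released from 250 nM Rap1B. Plates are read kinetically for 30 min at room temperature; results are scaled to 6.5 mM cAMP.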
CCT modulator – High-Throughput Screening for Modulators of Cytosolic Chaperonin Activity. purified chaperonin ATPase assay, HTRF ADP detection, 30 min. activity change, % (test concentration not listed), hits read low. 0.3% of 360,000 active. AID 651819, 2012; in the data active = activity change below about -30%; also: % is scaled to controls: 0 for no effect and ±100 for the full control effect
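TRiC (40 or 20 nM final, by batch activity) in 30 mM Tris pH 7.4, 100 mM KCl, 5 mM MgCl2, 1 mM DTT was treated with compound at 76 uM single dose, then 10 uM ATP, 30 min at 37 °C. ADP was read by HTRF Transcreener.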
DRD3 antagonist – qHTS of D3 Dopamine Receptor Antagonist: qHTS; max response, negative = inhibition, %; D3R cells, DiscoveRx beta-arrestin luminescence, antagonist mode; active compounds read low; 2.5% of 360,000 active; AID 652054, 2013; D(3) dopamine receptor (Homo sapiens), P35462; in the data active = max response below about -50%; inconclusive = no clear call, values can overlap the other calls; also: % is scaled to controls: 0 for no effect and ±100 for the full control effect; mostly tested at two doses, the higher about 12 µM
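Cells expressing the human receptor were seeded at 1500 cells/well, incubated overnight at 37 degrees C in 5% CO2, then exposed to library compounds with dopamine controls for 90 minutes at 37 degrees C before luminescent detection.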
Mm-Cpn inhibitor – Inhibitors of TCP-1 ring complex (TRiC) of Methanococcus maripaludis (MmCpn): qHTS. 0.031% of 330,000 active. purified Mm-Cpn ATPase, ADP Transcreener TR-FRET. AID 504842, 2011. Potency, µM (top dose mostly 76.9 µM), for inactives: at the highest dose activity, negative = inhibition, usual class: inhibitors; also: potency is read from the fitted curve at half-maximal effect; % is scaled to controls: 0 for no effect and ±100 for the full control effect; nearly all actives have a fitted effect of over 80% in size
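Quantitative HTS used 25 nM Mm-CPN and 10 uM ATP in magnesium/KCl Tris buffer, pH 7.4, with 1 mM DTT. Hydrolysis ran 30 min at 37°C; ADP was read by HTRF.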
EPAC2 antagonist – qHTS for Antagonist of cAMP-regulated guanine nucleotide exchange factor 2 (EPAC2): primary screen; EPAC2 GEF exchange of Rap1B-BODIPY-GDP, fluorescence; 0.18% of 360,000 active; Potency, µM (titrated, usually from 114 µM), for the others: at the top dose activity, negative = inhibition, actives largely listed as inhibitors; also: potency is read from the fitted curve at half-maximal effect; % is scaled to controls: 0 for no effect and ±100 for the full control effect; nearly all actives have a fitted effect of over 45% in size; many of its hits are not listed in these tables
The depositor's hits bear a star; i = inactive; ? = inconclusive; nt = not tested or not shown; [ ] = another dose, or the depositor's remark. Unless noted, calls follow the shape of the dose curve; as a rule, active = well fitted curve in the direction sought with a large enough effect; inconclusive = small, poorly fitted or top-dose-only effect, or another doubt; inactive = no such curve, though single readings can be large; an effect the other way counts as inactive or inconclusive. These rows are one share of the data; the hit share may differ from the screen's.

SMILES | pAkt inh | PTHR1 agonist | D3 ag | EPAC2 agonist | CCT modulator | DRD3 antagonist | Mm-Cpn inhibitor | EPAC2 antagonist
O=C(OCn1nnc2ccccc2c1=O)c1cc2ccccc2o1 | i | -21% | 5 | 5% | -0.9 | 9 | 1% | 4%
O=C(Nc1ccccc1C(=O)O)c1cc(S(=O)(=O)N2CCCCC2)cs1 | i | -17% | -10 | 7% | -5.6 | -4 | -9% | -9%
O=C(Nc1ccccc1)c1cccc(S(=O)(=O)NCc2ccco2)c1 | i | 1%[57.5 µM] | 1 | 12% | -0.8 | 11 | 1% | -5%
CC1(C(=O)NCc2ccco2)Cc2c(-c3ccc4c(c3)OCO4)ccnc2O1 (stereo not drawn) | i | -8% | -7 | 10% | -1.6 | 5 | nt | -1%
CCn1c(C)nc([N+](=O)[O-])c1Sc1ccc(F)cc1 | i | -24% | 2 | 4% | 2.0 | 0 | -1% | -4%
CCOCCCNC(=S)N1CCCN(c2nc3cc(C)ccc3cc2C#N)CC1 | i | i | -11 | 2% | -2.6 | -12 | -1% | -2%
CC1CCN(C(=O)Cn2ncc3c([nH]c4ccccc43)c2=O)CC1 | i | -19% | 3 | -2% | -4.9 | 15 | 0% | -8%
COc1ccc(OCC(=O)N2CCC(Cc3ccccc3)CC2)cc1 | i | -10% | 32* | 7% | -3.5 | 10 | -4% | -20%
CCc1cccc2c(C(=O)CN3C(=O)NC(C)(c4cccc5ccccc45)C3=O)c[nH]c12 (stereo not drawn) | i | -10% | -6 | 10% | -0.2 | ? | -18% | -4%
COc1cc2c(cc1OC)CN(C(=O)c1ccc(S(=O)(=O)N3CCCCC3)cc1)CC2 | i | -25% | 2 | -2% | 0.4 | 24 | 0% | 1%
CCCCn1nc(C(=O)N2CCN(S(=O)(=O)c3ccccc3)CC2)c2ccccc2c1=O | i | i | 0 | 9% | -5.2 | -3 | -3% | -4%
CCCCn1c(N)c(N(CCC(C)C)C(=O)CSc2nc3ccccc3n2C)c(=O)[nH]c1=O | i | -18% | -2 | -28% | -2.8 | 2 | nt | 35%[activator]
Nc1ncncc1-c1ccc(F)cc1 | i | i | 0 | 7% | -2.2 | 4 | nt | 4%
CCN(Cc1ccccc1)S(=O)(=O)c1c(C)n(C)c(=O)n(C)c1=O | i | i | 0 | 7% | 0.3 | -18 | -1% | 11%
CC(NCc1ccc(F)cc1)C(=O)Nc1cc(S(=O)(=O)N2CCCCC2)ccc1Cl (stereo not drawn) | i | -53%[inhibitor] | 2 | 2% | -0.7 | 2 | -3% | -1%
CCN(CC)C(=O)c1sc(NC(=O)Cc2cccs2)c(C#N)c1C | i | -3%[57.5 µM] | 2 | 8% | 1.3 | 18 | -3% | 8%
CC(C)Oc1ccc(C(=O)/C(=C\c2cccs2)c2nc3ccccc3o2)cc1 | i | -13% | 6 | 9% | -0.5 | -23 | -2% | -10%
CCOC(=O)C1CCCn2c1nc1sc3c(c1c2=O)CCCC3 (stereo not drawn) | i | i | 0 | -10% | 2.7 | 5 | 1% | 18%
Cc1ccc(-c2c(C#N)c(N)n(-c3ccc(C)cc3)c(=O)c2C#N)cc1 | i | -2% | 2 | 2% | 0.2 | 24 | 0% | 6%
CC(C)OC(=O)c1ccc(NC(=S)NC(=O)c2cncc(Br)c2)cc1 | i | -26% | 7 | 2% | -6.7 | -16 | -1% | -11%
COc1ccc(CCN2C(=O)C3C4CC(C5C(C(N)=O)=NOC45)C3C2=O)cc1OC (stereo not drawn) | i | i | -1 | -8% | 2.3 | -13 | -1% | 24%
CCN(CC)C(=O)Cn1cc(S(=O)(=O)CC(=O)Nc2ccc(F)cc2)c2ccccc21 | i | i | 6 | -6% | 1.8 | 0 | nt | 5%
CC(=O)c1ccc(OC(=O)COc2ccccc2)cc1 | i | -25% | 5 | 3% | 0.2 | 8 | 1% | 8%
O=C(O)CC1(C(=O)O)CC2C=CC1C2 (stereo not drawn) | i | i | 1 | -3% | 1.0 | -1 | nt | 3%
CC(=O)N/C(=C\c1ccccc1)C(=O)NCc1ccc2c(c1)OCO2 | i | i | 1 | 11% | -3.6 | 18 | 1% | 2%
COc1ccc(NC(=O)C(c2ccc(OC)cc2)N(C)C(=O)c2cnccn2)cc1 (stereo not drawn) | i | -4%[57.5 µM] | 0 | 8% | 0.5 | 17 | 0% | 5%
COc1ccc(/C=N\N2CCN(Cc3ccccc3Cl)CC2)cc1 | i | -1% | -11 | -3% | 1.0 | -5 | 2% | 4%
CCOc1ccccc1NC(=O)CN1C(=O)NC(Cc2c[nH]c3ccccc23)C1=O (stereo not drawn) | i | -1% | 4 | 9% | -2.4 | 11 | 0% | -8%
COc1ccc(N2CC(C(=O)Nc3cccc(S(=O)(=O)N4CCCC4)c3)CC2=O)c(OC)c1 (stereo not drawn) | i | -1% | -3 | 13% | -2.9 | 0 | 4% | -7%
O=S(=O)(N1CCOCC1)N1CCCN(S(=O)(=O)N2CCOCC2)CC1 | i | -8% | 1 | 4% | -1.3 | -21 | 1% | -1%

10 entries out of the list, sorted by molar mass, descending.
SMILES | pAkt inh | PTHR1 agonist | D3 ag | EPAC2 agonist | CCT modulator | DRD3 antagonist | Mm-Cpn inhibitor | EPAC2 antagonist
CCN(CC)C(=O)Cn1cc(S(=O)(=O)CC(=O)Nc2ccc(F)cc2)c2ccccc21 | i | i | 6 | -6% | 1.8 | 0 | nt | 5%
CC(C)OC(=O)c1ccc(NC(=S)NC(=O)c2cncc(Br)c2)cc1 | i | -26% | 7 | 2% | -6.7 | -16 | -1% | -11%
COc1ccc(CCN2C(=O)C3C4CC(C5C(C(N)=O)=NOC45)C3C2=O)cc1OC (stereo not drawn) | i | i | -1 | -8% | 2.3 | -13 | -1% | 24%
COc1ccc(NC(=O)C(c2ccc(OC)cc2)N(C)C(=O)c2cnccn2)cc1 (stereo not drawn) | i | -4%[57.5 µM] | 0 | 8% | 0.5 | 17 | 0% | 5%
CC(C)Oc1ccc(C(=O)/C(=C\c2cccs2)c2nc3ccccc3o2)cc1 | i | -13% | 6 | 9% | -0.5 | -23 | -2% | -10%
COc1ccc(/C=N\N2CCN(Cc3ccccc3Cl)CC2)cc1 | i | -1% | -11 | -3% | 1.0 | -5 | 2% | 4%
Cc1ccc(-c2c(C#N)c(N)n(-c3ccc(C)cc3)c(=O)c2C#N)cc1 | i | -2% | 2 | 2% | 0.2 | 24 | 0% | 6%
CC(=O)N/C(=C\c1ccccc1)C(=O)NCc1ccc2c(c1)OCO2 | i | i | 1 | 11% | -3.6 | 18 | 1% | 2%
CC(=O)c1ccc(OC(=O)COc2ccccc2)cc1 | i | -25% | 5 | 3% | 0.2 | 8 | 1% | 8%
O=C(O)CC1(C(=O)O)CC2C=CC1C2 (stereo not drawn) | i | i | 1 | -3% | 1.0 | -1 | nt | 3%

Carrying on.
SMILES | pAkt inh | PTHR1 agonist | D3 ag | EPAC2 agonist | CCT modulator | DRD3 antagonist | Mm-Cpn inhibitor | EPAC2 antagonist
Cc1nc2ccc(S(=O)(=O)NC(C(=O)NCc3cccs3)C(C)C)cc2s1 (stereo not drawn) | i | -2% | 2 | 2% | -1.4 | 6 | 1% | -4%
COc1ccc2cc(C(=O)C3CCCN(C(=O)CCc4ccccn4)C3)ccc2c1 (stereo not drawn) | i | -17% | 1 | 1% | 1.7 | 1 | -2% | 3%
COc1ccccc1N(CC(=O)NCC1CCCO1)C(=O)CNS(=O)(=O)c1ccccc1 (stereo not drawn) | i | i | 3 | 2% | 0.3 | -1 | -1% | 1%
COc1ccc(C(=O)/C(=C\c2ccco2)N2C=CC=CC2=C(C#N)C#N)cc1 | i | -35%[inhibitor] | -11 | -1% | -0.1 | -65* | -1% | 2%
O=C(COC(=O)[C@@H]1CCCN1S(=O)(=O)c1ccc(Cl)cc1)NC1CC1 | i | -1% | 1 | 8% | 0.2 | 13 | 1% | 9%
Cc1ccc(NC(=O)c2ccc(-c3nn(C)c(=O)c4ccccc34)cc2)cc1 | i | -15%[57.5 µM] | 2 | -13% | 0.2 | 9 | 1% | -6%[57.1 µM]
COc1cccc(NC(=S)Nc2ccc(O)cc2)c1 | i | -4% | 0 | 2% | -1.2 | -6 | -6% | 8%
COc1ccc(C(=O)OCC(=O)NC2CC2)cc1 | i | -13% | 2 | -6% | 0.6 | 5 | nt | -14%
Cc1nn(C)cc1CNC(=O)CCC(=O)O | i | -20%[57.5 µM] | 4 | -9% | 0.6 | -2 | 1% | 2%
O=C(COC(=O)c1ccc(F)cc1)NCC1CCCCC1 | i | -7% | 7 | -3% | -1.1 | 6 | -6% | -6%
C[C@@H]1CCCCO[C@H](CN(C)S(=O)(=O)c2ccc(F)cc2)[C@@H](C)CN([C@H](C)CO)C(=O)c2cc(NC(=O)Nc3ccc(C(F)(F)F)cc3)ccc2O1 | i | -31% | 8 | -16% | -4.9 | 29 | nt | -9%
CN(C)c1ccc(/C=N/NC(=O)CNC(=O)c2ccncc2)cc1 | i | i | 1 | 3% | -1.7 | 12 | -1% | 3%
COc1ccc(NC(C)=O)c2nc(C)c(C)nc12 | i | i | -15 | -1% | 0.6 | -3 | 1% | 14%
Cc1ccc(-n2nc(C)cc2Nc2ncc(Cl)cc2Cl)cc1 | i | -29% | 9 | 1% | -2.8 | 12 | 3% | -9%
Cc1c(C(=O)O)c2cc(O)ccc2n1-c1ccccc1 | i | i | -2 | -7% | -4.0 | 10 | ? | 4%
O=C(CS(=O)(=O)c1cn(CC(=O)N2CCCC2)c2ccccc12)Nc1ccccc1 | i | i | 2 | -3% | -1.7 | -12 | 2% | 8%
Cc1nc2c(oc3ccc(Cl)cc32)c(=O)[nH]1 | i | -5% | 15 | 5% | 0.0 | 1 | 1% | -1%
